Screening data from PubChem.
aSyn rescue = inhibitors of alpha-synuclein toxicity in yeast. Potency, µM (highest dose often 46.1 µM), for the others: at the highest dose growth rescue (activation), usual class: activators. Yeast expressing alpha-synuclein, growth rescue, BacTiter-Glo, 24 h. hit rate 0.14% among 370,000; note: % of control where 0% means no effect; nearly all actives have a fitted effect of over 65% in size
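Readout is rescue of growth in alpha-synuclein-expressing yeast, so inhibitors of toxicity appear as activators. Growth after 24 hr at 30 deg C in galactose medium is quantified by luminescence.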
TDP-43 yeast inh = rescues yeast growth from TDP-43 toxicity; TDP-43 expressing yeast growth rescue, BacTiter-Glo, 24 h; Potency, µM (top dose mostly 46.1 µM), for the others: at the highest dose growth rescue (activation), most hits filed as activators; hit rate 1.8% among 410,000; note: % of control where 0% means no effect; nearly all actives have a fitted effect of over 50% in size
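In this qHTS, compounds that restore growth of yeast expressing TDP-43 appear as activators. Cells (OD600=0.02, galactose medium, raffinose-pregrown) are incubated with compound 24 hr at 30 deg C and growth is quantified by BacTiter-Glo.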
FUS suppressor = FUS proteinopathy suppression in yeast; S. cerevisiae FUS-expressing, growth rescue, OD600, 24 h; Potency, µM (doses to about 76.6 µM), without a hit: at the top dose growth rescue (activation), actives largely listed as activators; hit rate 0.24% among 390,000; AID 1347120;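 note: plate controls were DMSO vehicle for no effect and reference control for full effect; nearly all actives have a fitted effect of over 55% in size; some results filed as inactive show a strong effect at the top dose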
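Toxicity suppression screen in FUS-yeast. Cells induced with 2% galactose, starting OD 0.005, treated 24hr at 30C with compounds at multiple final concentrations; growth by OD600.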
EPAC2 ag = activates human EPAC2 exchange factor. Q8WZA2. EPAC2 activation, biochemical qHTS; response scale: 100% = 6.5 mM cAMP response. Potency, µM (titrated, usually from 154 µM), without a hit: at the top dose activation, most hits filed as activators. hit rate 0.079% among 360,000; note: nearly all actives have a fitted effect of over 50% in size
Target sequence (Q8WZA2 whole entry, looked up): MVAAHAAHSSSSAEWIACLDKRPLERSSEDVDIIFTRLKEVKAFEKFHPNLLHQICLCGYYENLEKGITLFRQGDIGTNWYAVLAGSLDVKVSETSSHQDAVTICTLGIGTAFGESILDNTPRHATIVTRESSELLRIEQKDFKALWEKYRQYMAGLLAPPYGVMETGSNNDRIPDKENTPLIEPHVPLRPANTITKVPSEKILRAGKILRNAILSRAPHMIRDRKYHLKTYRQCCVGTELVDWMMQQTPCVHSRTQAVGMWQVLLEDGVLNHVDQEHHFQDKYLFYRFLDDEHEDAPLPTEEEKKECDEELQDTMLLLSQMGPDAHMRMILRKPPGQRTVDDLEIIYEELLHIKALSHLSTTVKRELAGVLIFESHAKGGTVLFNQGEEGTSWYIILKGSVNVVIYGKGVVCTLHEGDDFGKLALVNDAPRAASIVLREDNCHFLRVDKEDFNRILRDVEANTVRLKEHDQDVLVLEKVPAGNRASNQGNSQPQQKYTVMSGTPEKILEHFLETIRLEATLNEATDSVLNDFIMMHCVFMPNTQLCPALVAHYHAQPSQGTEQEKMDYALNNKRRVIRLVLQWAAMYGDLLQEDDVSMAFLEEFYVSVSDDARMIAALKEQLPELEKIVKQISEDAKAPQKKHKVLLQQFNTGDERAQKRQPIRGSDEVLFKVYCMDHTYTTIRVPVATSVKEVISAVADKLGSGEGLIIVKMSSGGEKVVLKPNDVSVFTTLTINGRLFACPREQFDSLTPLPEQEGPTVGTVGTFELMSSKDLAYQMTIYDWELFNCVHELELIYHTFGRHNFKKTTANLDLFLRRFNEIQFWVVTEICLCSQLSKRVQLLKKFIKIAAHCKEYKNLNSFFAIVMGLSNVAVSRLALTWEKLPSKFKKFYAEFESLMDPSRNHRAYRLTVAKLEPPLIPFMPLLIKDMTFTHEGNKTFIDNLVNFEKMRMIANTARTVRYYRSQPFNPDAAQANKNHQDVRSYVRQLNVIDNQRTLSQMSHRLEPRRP
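Fluorescence exchange assay: 100 nM EPAC2 with 250 nM RAP1B-BODIPY-GDP and 50 uM GDP; compounds tested as a concentration-titration series (qHTS). Loss of Rap1-bound BODIPY-GDP fluorescence read at 480/540 nm; data normalized to 6.5 mM cAMP.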
EPAC1 agonist = agonists of human EPAC1 | AID 720707 | hit rate 0.073% among 360,000 | EPAC1 agonist qHTS, biochemical assay; response scale: 100% = response to 6.5 mM cAMP | Potency, µM (highest dose often 154 µM), without a hit: at the highest dose activation, actives largely listed as activators | O95398; note: nearly all actives have a fitted effect of over 60% in size
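Compounds were pinned as a concentration titration into mixtures of EPAC1 (100 nM), BODIPY-GDP-loaded Rap1B (250 nM) and GDP (50 uM). After 5 min at room temperature, fluorescence was followed for 30 min; activity was scaled to 6.5 mM cAMP.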
EPAC2 antagonist = antagonists of human EPAC2; Q8WZA2; EPAC2 GEF exchange of Rap1B-BODIPY-GDP, fluorescence; Potency, µM (titrated, usually from 114 µM), for inactives: top-dose activity, negative = inhibition, most hits filed as inhibitors; hit rate 0.18% among 360,000; AID 720708; note: % is set by controls: 0 for no effect and ±100 for the full control effect; nearly all actives have a fitted effect of over 45% in size; many of its hits are not listed in these tables
PTHR1 ag = PTHR1 (human) receptor agonism. HEK293 GP2 PTHR1 cells, GloSensor cAMP luminescence, 1 h. Potency, µM (highest dose often 115 µM), inactives show at the top dose activation, hits mostly activators. hit rate 0.075% among 410,000. AID 743266; note: nearly all actives have a fitted effect of over 55% in size; some results filed as inactive show a strong effect at the top dose; inactives centre near -15; many of its hits are not listed in these tables
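HEK-293-derived GP2 cells expressing PTHR1 and a GloSensor cAMP reporter, 3,000/well, plated overnight, given luciferin plus IBMX (each 0.5 mM as added) for 1 h at 37 °C, then compound for 1 h at 37 °C. Luminescence was read after 15 min at room temperature.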
EPAC1 antag = blocks human EPAC1 exchange factor. O95398. EPAC1 GEF assay, Rap1b-BODIPY-GDP exchange fluorescence. Potency, µM (doses to about 115 µM), inactives show at the highest dose activity change, negative = inhibition, most hits filed as inhibitors. hit rate 0.14% among 360,000. AID 720709;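 note: plate controls were vehicle for no effect and positive control for full effect; nearly all actives have a fitted effect of over 50% in size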
* hit, by the source's call; i = inactive; ? = inconclusive; . = not tested or not shown; [ ] = dose if it differs, or a comment. Calls come from the whole dose curve; as a rule, active = well fitted curve in the direction sought with a large enough effect; inconclusive = small, poorly fitted or top-dose-only effect, or another doubt; inactive = no such curve, though single readings can be large; an effect the other way counts as inactive or inconclusive. Potency is the fitted concentration of half-maximal effect.

mol,aSyn rescue,TDP-43 yeast inh,FUS suppressor,EPAC2 ag,EPAC1 agonist,EPAC2 antagonist,PTHR1 ag,EPAC1 antag
CCOc1ccc2nc(SCC3CC3(Cl)Cl)[nH]c2c1 (configuration not stated),0%,?,-6%,1%,4%,-29%,-33%[inhibitor],1%
O=C(NCc1ccccn1)c1cc(-c2ccccc2)nc2ccccc12,?,?,.,-5%,5%,12%,-22%,-8%
COc1ccc(C(=O)NCC(=O)OCC(=O)c2ccc3c(c2)OCCO3)cc1,2%,2%,4%,6%,7%,-4%,i,4%
COc1cc(C(=O)N2CCN(C(=O)C3COc4ccccc4O3)CC2)cc(OC)c1OC (configuration not stated),2%,-9%,4%,9%,8%,-4%,i,-4%
CCOC(=O)c1c[nH]n(-c2ccccc2)c1=O,0%,17%,10%,12%,8%,0%,-1%,-2%
COc1ccc(CCN=C(N)NS(=O)(=O)c2ccc(F)cc2)cc1OC,-3%,-20%,.,8%,10%,-4%,i,-10%
O=C1c2ccccc2C(=O)N1CCCSc1nc2ccccc2o1,20%,?,-16%,14%,0%,2%,-1%[57.5 µM],-3%
O=C(COc1ccccc1Cl)NC(=S)Nc1cccc(NC(=O)c2ccccc2Cl)c1,-4%,-17%,11%,9%,14%,0%,-1%[57.5 µM],5%
CC1CN(Cc2nc3c(c(=O)n(C)c(=O)n3C)n2CC(O)CO)CC(C)O1 (configuration not stated),-1%,-4%,18%,0%,-3%,-1%,i,4%
CC(C)[C@H](NS(=O)(=O)c1ccccc1)C(=O)OCC(=O)NC(=O)NC1CCCCC1,5%,4%,?,3%,-9%,-4%,-25%,-14%
CN(C)c1ccc(-c2ccc3c(=O)c4ccccc4n(C)c3c2)cn1,-6%,22%,-17%,7%,3%,34%[activator],-10%,-7%
Cn1c(-c2ccsc2)c(-c2cccs2)c2cc(-c3ccc4cc[nH]c4c3)ccc21,-1%,-3%,?,1%,4%,4%,-6%,-6%
CCOc1ccccc1NC(=O)CSc1nc(=O)n(CCCN2CCOCC2)c2c1CCCC2,0%,21%,13%,3%,-4%,8%,-63%[inhibitor],10%
CC(C)C[C@@]12C(=O)N(c3cccc(F)c3)C(=O)N1[C@H](c1ccc(Br)cc1)[C@@H]1C(=O)N(C(C)(C)C)C(=O)[C@@H]12,-2%,15%,42%,-4%,11%,8%,i,-8%
CC(C)(C(=O)N1CCC1(C)C(=O)Nc1ccccc1Br)c1ccccc1 (configuration not stated),17%,17%,-1%,7%,-16%,-1%,-14%,-18%
O=C(C[n+]1cc(-c2ccc(F)cc2)n2c1CCC2)OCc1ccccc1,1%,1%,.,6%,1%,3%,3%,-3%
Cc1cccc(NC(=O)CSc2nnc(-c3cc(C)n(-c4ccccc4)c3C)o2)c1C,8%,14%,?,4%,13%,-11%,-7%[57.5 µM],-11%
CCOC(=O)C(NCc1ccccc1OC)(NC(=O)c1ccccc1)C(F)(F)F (configuration not stated),11%,13%,10%,5%,4%,-2%,i,-6%
Nc1ccccc1-c1nnc(SCC(=O)Nc2ccccc2OC(F)F)[nH]c1=O,-3%,19%,.,-2%,1%,4%,-9%,7%
COc1cccc(N=NC2C(=O)N(C(N)=S)N=C2C)c1 (configuration not stated),-24%,4%,2%,-4%,-3%,-5%,i,7%
O=C(Oc1ccccc1OC(=O)N1CCOCC1)N1CCOCC1,-10%,13%,-2%,-8%,4%,-2%,i,8%
COc1cccc(Nc2ncccc2C(=O)NCc2ccccc2)c1,-11%,?,29%,12%,14%,-2%,i,-3%
C[C@H](NC(=O)OC(C)(C)C)c1nnc(SCC(=O)Nc2ccc(Br)cc2)o1,6%,16%,?,7%,4%,-5%,-43%[inhibitor],-7%
COc1ccc(NC(C)=O)cc1NC(=O)C1CCCN1C(=O)c1cccs1 (configuration not stated),-4%,-1%,3%,0%,3%,18%,i,-13%
O=C(c1c(F)cccc1Cl)N1CCN(c2ccccn2)CC1,-1%,-21%,17%,7%,2%,3%,-18%,2%
Cc1cccc(C)c1NC(=O)CSc1nnc(-c2ccco2)c(-c2ccco2)n1,7%,22µM*,21%,-7%,-5%,3%,-13%,?
CCO[C@@H]1OC(C(=O)N2CCN(Cc3ccccc3)CC2)=C[C@H](c2cn(C(C)=O)c3ccccc23)[C@H]1CCCO,0%,10%,5%,4%,-13%,14%,-22%,11%
Cc1onc(-c2ccccc2)c1C(=O)Nc1cccnc1,0%,-6%,1%,10%,1%,2%,-1%[57.5 µM],-4%
O=C(CSc1nnc(-c2cccnc2)o1)Nc1ccc(Cl)cc1,-1%,-15%,26%,3%,5%,-6%,-2%,-9%
CCCC(C(=O)NNC(=O)c1cc(C)oc1C)c1ccccc1 (configuration not stated),-2%,-1%,3%,3%,3%,-1%,-16%,-5%

Next section (4 carried over from the part before).
mol,aSyn rescue,TDP-43 yeast inh,FUS suppressor,EPAC2 ag,EPAC1 agonist,EPAC2 antagonist,PTHR1 ag,EPAC1 antag
CCO[C@@H]1OC(C(=O)N2CCN(Cc3ccccc3)CC2)=C[C@H](c2cn(C(C)=O)c3ccccc23)[C@H]1CCCO,0%,10%,5%,4%,-13%,14%,-22%,11%
Cc1onc(-c2ccccc2)c1C(=O)Nc1cccnc1,0%,-6%,1%,10%,1%,2%,-1%[57.5 µM],-4%
O=C(CSc1nnc(-c2cccnc2)o1)Nc1ccc(Cl)cc1,-1%,-15%,26%,3%,5%,-6%,-2%,-9%
CCCC(C(=O)NNC(=O)c1cc(C)oc1C)c1ccccc1 (configuration not stated),-2%,-1%,3%,3%,3%,-1%,-16%,-5%
Cc1ccc(OCC(=O)Nc2ccc(C(N)=O)cc2)cc1,10%,9%,2%,-2%,-8%,3%,i,-3%
CCCNC(=O)C1(C)CCCN(C(=O)c2ccccc2F)C1 (configuration not stated),-3%,?,-29%,15%,6%,9%,i,0%
COc1cc(-c2cc3nc(NCc4ccco4)ccn3n2)cc(OC)c1OC,-27%,?,30%,10%,1%,13%,-35%[inhibitor],2%
CCc1nnc(NC(=O)c2cc(-c3ccccc3)nn2-c2ccccc2)s1,-6%,-2%,13%,15%,10%,-2%,-13%,-8%
Cn1cnnc1SCC(=O)Nc1ccc2c(c1)CCC2,-1%,-12%,-6%,6%,-5%,1%,i,1%
O=C(NCC(=O)N1CCN(C(c2ccccc2)c2ccccc2)CC1)c1ccc(Br)o1,5%,-23%,35%,14%,-14%,11%,-14%,18%
N/C(=N\OS(=O)(=O)c1ccccc1)c1cccnc1,-2%,2%,3%,-4%,-6%,7%,-16%,-3%
COc1cccc(/C=N/NC(=O)c2cnccn2)c1,3%,10%,-31%,-6%,7%,-1%,-25%,16%
CCn1c(SCC(=O)Nc2ccccc2-c2ccccc2)nnc1-c1ccoc1C,-1%,-13%,18%,-3%,2%,7%,-19%[57.5 µM],-3%
Cc1ccc(N2CC(C(=O)Nc3nnc(SCC(=O)NCC4CCCO4)s3)CC2=O)cc1 (configuration not stated),-1%,6%,?,9%,17%,-3%,-3%,24%
O=C(Nc1nc2c(ccc3ccccc32)s1)c1ccco1,-1%,5.6µM*,?,21%,26%,-10%,i,-14%
O=c1nc2n(c3cccc(Cl)c13)CCCCC2,-5%,20%,-21%,10%,3%,2%,-22%,-9%
COCCCNC(=S)NNC(=O)c1ccoc1C,0%,-19%,-10%,-3%,3%,5%,i,1%
CC1=CN2C(=N)/C(=C/c3cn(CCCOc4ccccc4C)c4ccccc34)C(=O)N=C2S1,1%,14%,-12%,6%,-3%,9%,-25%,-3%
COc1ccc(CNC(=O)C2CCN(C(=O)c3csc(Nc4ccc(C)cc4)n3)CC2)cc1,-6%,29%,10%,5%,2%,-2%,-81%[inhibitor],3%
CSc1cccc(CN2CCCC(C(=O)Nc3cccc(-n4cccn4)c3)C2)c1 (configuration not stated),-2%,-13%,.,15%,10%,-14%,i,?
COc1cc(/C=C(\C#N)C(=O)Nc2cc(C(F)(F)F)ccc2Cl)ccc1OCC(=O)Nc1cccc(C(F)(F)F)c1,6%,14%,-15%,8%,-1%,3%,-12%,?
COc1cccc(NC(=O)C2C3C=CC(C3)C2C(=O)O)c1 (configuration not stated),-3%,.,11%,3%,7%,-2%,i,-8%
CC1Nc2ncnc(N3CCN(c4ccccn4)CC3)c2N(Cc2ccccc2)C1=O (configuration not stated),-3%,2%,5%,-6%,5%,10%,-9%,-3%
CC(C)CCNC(=O)CN(Cc1ccco1)C(=O)c1snc(C(N)=O)c1N,3%,-10%[9.22 µM],5%,16%,8%,6%,-24%,-23%
Cc1ccc2nc(N3C(=O)C(O)=C(C(=O)c4ccco4)C3c3cccs3)sc2c1 (configuration not stated),-31%[inhibitor],-48%[inhibitor],?,-14%,-29%,-21%,6%[57.5 µM],?
O=C(COC(=O)C1CC2CCCC(C1)C2=O)NC(=O)c1ccc(OC(F)F)cc1 (configuration not stated),-4%,6%,.,3%,3%,-16%,1%,-14%
CN(CC(=O)O)S(=O)(=O)c1ccc(F)cc1,-1%,-24%,11%,4%,1%,18%,22%,14%
Cc1nnc(SC(C)C(=O)Nc2c(C)n(C)n(-c3ccccc3)c2=O)n1N (configuration not stated),-3%,10%,7%,3%,12%,3%,i,2%
Cc1cccc(NC(=O)Cn2c(=O)n3nc(CCn4nc(C)cc4C)nc3c3ccccc32)c1,7%,-7%,12%,-11%,6%,4%,i,2%
O=C(NCc1cccs1)c1nc(-c2cccs2)no1,1%,?,-13%,8%,-3%,-4%,-12%,-25%
NC(=O)c1sc2cc(C(F)(F)F)cnc2c1-c1cccs1,-1%,5%,4%,9%,13%,7%,-11%,-10%
CCOC(=O)N1CCC(NC(=O)c2ccc3c(c2)N(C)CCS3)CC1,-2%,-29%,?,6%,-1%,14%,-9%,14%
c1cncc(-c2nc(N3CCCCCC3)c3ccccc3n2)c1,-1%,9%,.,6%,5%,-9%,i,?
CNC(=O)COc1coc(CN2CCN(c3ccc(OC)cc3)CC2)cc1=O,8%,7%,12%,-2%,-2%,3%,-25%,0%
CC(=O)Oc1ccc2nc(-c3cccs3)oc(=O)c2c1,1%,21%,15%,12%,6%,-2%,-3%,-11%

These rows are one share of the data; rates above refer to the full screens.
